CHRM1 antagonist: human M1 muscarinic receptor antagonists, primary screen, CHO-K1 cells, Fluo-8 calcium fluorescence, 1536-well | AID 588852, 2011 | CHO-K1 hM1, ACh EC80 antagonist | Muscarinic acetylcholine receptor M1 (Homo sapiens), P11229 | actives 1.3% (n = 360,000) | inhibition, % at 3 µM;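 active means percent inhibition above its own plate's cutoff, namely the mean of that plate's compound wells plus 3 SD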;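 further: peak over basal fluorescence ratio during 140 s after agonist addition; 0% = ACh EC80 plus DMSO and 100% = DMSO alone without agonist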
Target sequence (P11229 whole entry, looked up): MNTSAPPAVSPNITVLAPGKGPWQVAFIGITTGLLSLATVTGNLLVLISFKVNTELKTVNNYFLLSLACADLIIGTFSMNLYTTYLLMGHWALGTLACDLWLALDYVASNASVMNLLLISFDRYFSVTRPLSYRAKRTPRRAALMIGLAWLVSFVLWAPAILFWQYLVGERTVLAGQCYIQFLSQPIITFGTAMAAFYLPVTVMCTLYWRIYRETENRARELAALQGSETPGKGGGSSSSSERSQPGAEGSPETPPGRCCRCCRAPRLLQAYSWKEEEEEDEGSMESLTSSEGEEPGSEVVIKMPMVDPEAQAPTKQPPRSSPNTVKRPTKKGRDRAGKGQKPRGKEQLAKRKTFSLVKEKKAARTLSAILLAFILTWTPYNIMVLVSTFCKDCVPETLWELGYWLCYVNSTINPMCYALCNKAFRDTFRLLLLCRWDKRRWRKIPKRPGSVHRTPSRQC
M4 antag: human M4 muscarinic receptor antagonists, primary screen, CHO cells, Fluo-8 calcium fluorescence. Muscarinic acetylcholine receptor M4 (Homo sapiens), P08173. CHO-hM4 cells, ACh EC80. inhibition, % at 3 µM. actives 0.73% (n = 360,000);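 active means inhibition above its plate's cutoff, the mean inhibition of sample wells plus 3 SD, cut at about 27% in these data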;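 further: 0% = acetylcholine EC80 with DMSO and 100% = DMSO without agonist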
Target sequence (P08173 whole entry, looked up): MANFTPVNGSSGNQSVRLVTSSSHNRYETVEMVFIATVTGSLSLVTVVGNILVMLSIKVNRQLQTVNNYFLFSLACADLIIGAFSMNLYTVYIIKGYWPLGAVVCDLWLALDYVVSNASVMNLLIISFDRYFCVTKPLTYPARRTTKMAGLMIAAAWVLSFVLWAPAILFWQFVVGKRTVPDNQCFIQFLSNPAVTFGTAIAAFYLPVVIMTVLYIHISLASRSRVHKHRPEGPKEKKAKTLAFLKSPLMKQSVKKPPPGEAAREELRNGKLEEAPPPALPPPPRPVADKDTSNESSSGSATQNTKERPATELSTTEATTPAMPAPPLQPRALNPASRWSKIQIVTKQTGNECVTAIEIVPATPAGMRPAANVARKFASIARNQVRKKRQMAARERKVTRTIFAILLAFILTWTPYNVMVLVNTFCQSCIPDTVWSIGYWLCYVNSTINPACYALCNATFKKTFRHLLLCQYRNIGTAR
M5 antag: human M5 muscarinic receptor antagonists, primary screen, CHO cells, Fluo-8 calcium fluorescence; Muscarinic acetylcholine receptor M5 (Homo sapiens), P08912; actives 0.59% (n = 360,000); inhibition, % at 3 µM; CHO-hM5 cells, ACh EC80; AID 624040, 2012;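 active means inhibition above a per-plate cutoff, the mean of that plate's test compounds plus 3 SD, cut at about 27% in these data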;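 further: 0% = acetylcholine EC80 with DMSO and 100% = DMSO without agonist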
M5 ag: human M5 muscarinic receptor agonists, primary screen, CHO-K1 cells, Fluo-8 calcium fluorescence; Muscarinic acetylcholine receptor M5 (Homo sapiens), P08912; CHO-K1 hM5 cells; 0% DMSO wells, 100% maximal acetylcholine response; activation, % at 3 µM; actives 0.19% (n = 360,000); AID 624037, 2012;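 active means activation above the run's mean over test compounds plus 3 SD, cut at about 23% in these data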;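 further: signal is peak over basal fluorescence ratio across the kinetic read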
CHRM1 agonist: human M1 muscarinic receptor agonists, primary screen, Fluo-8 calcium fluorescence, CHO-K1 cells, HTS. actives 0.33% (n = 360,000). CHO-K1 hM1, agonist mode; 0% DMSO, 100% acetylcholine EC100. Muscarinic acetylcholine receptor M1 (Homo sapiens), P11229. activation, % at 3 µM;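 active means activation above the run's mean compound activation plus 3 SD, cut at about 16% in these data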;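 further: peak over basal fluorescence ratio within a 140 s kinetic read after compound addition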
TAAR1 agonist: human TAAR1 agonists, primary screen, Fluo-8 calcium fluorescence, CHO RD-HGA16 cells; activation, % at 3 µM; Trace amine-associated receptor 1 (Homo sapiens), Q96RJ0; vehicle wells 0%, saturating PEA agonist 100%; actives 0.99% (n = 360,000); AID 624467, 2012;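 active means activation above the mean activation of all test compounds in the run plus 3 SD, cut at about 38% in these data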
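System: CHO RD-HGA16 cells carrying human TAAR1 plus Gα16; Incubation: 17-24 h seeding, 75 min 37 °C dye, 30 min RT; Measured by: Fluo-8 fluorescence, 5 s baseline then 140 s kinetic read; Control set: DMSO and PEA EC100; Replication: single well for each compound.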
M1 PAM: human M1 muscarinic receptor positive allosteric modulators, primary screen, CHO-K1 cells, Fluo-8 calcium fluorescence, 1536-well | AID 588819, 2011 | CHO-K1 hM1, ACh EC20; 0% = ACh EC20, 100% = maximal ACh | Muscarinic acetylcholine receptor M1 (Homo sapiens), P11229 | actives 0.088% (n = 360,000) | activation, % at 3 µM; in the data active means activation above about 19%, passing the limit was not always enough
M5 PAM: human M5 muscarinic receptor positive allosteric modulators, primary screen, CHO-K1 cells, Fluo-8 calcium fluorescence. Muscarinic acetylcholine receptor M5 (Homo sapiens), P08912. CHO-K1 hM5, ACh EC20 PAM; 0% = ACh EC20, 100% = ACh EC100. activation, % at 3 µM. actives 0.3% (n = 360,000). AID 624038, 2012;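 active means activation above the run cutoff, the mean activation of all test compounds plus 3 SD, cut at about 18% in these data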
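Replicates: One well per compound, no replicates | System: Human M5 receptor in CHO-K1 cells | Benchmarks: Low control EC20 acetylcholine (0%), high control EC100 acetylcholine (100%) | Probe or stimulus: Acetylcholine, EC20 level | Times: Fluo-8 loading 80 min at 37 °C plus 30 min room temperature | Signal: Intracellular calcium via Fluo-8 fluorescence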
CHRM4 agonist: human M4 muscarinic receptor agonists, primary screen, CHO-K1 cells, Fluo-8 calcium fluorescence | actives 0.14% (n = 360,000) | CHO-K1 hM4/Gqi5; vehicle 0%, full acetylcholine response 100% | activation, % at 3 µM | Muscarinic acetylcholine receptor M4 (Homo sapiens), P08173;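 active means activation above the run mean over all test wells plus 3 SD, cut at about 32% in these data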;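 further: peak over basal fluorescence ratio per well then scaled between controls; 0% = DMSO wells and 100% = acetylcholine at EC100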
* marks the source's active call; other numbers are inactive results. An excerpt; the hit share may differ from the screen's.

SMILES | CHRM1 antagonist | M4 antag | M5 antag | M5 ag | CHRM1 agonist | TAAR1 agonist | M1 PAM | M5 PAM | CHRM4 agonist
CCCCC(CC)C(=O)Nc1cccc(SC)c1 (stereo unspecified) | -1 | -10 | 5 | -6 | -8 | 0 | 1 | 0 | -1
Cn1cccc1C(=O)OCC(=O)c1cc2ccccc2o1 | -1 | 1 | 1 | -3 | -5 | 1 | 3 | -5 | 1
CC[C@]12c3[nH]c4ccc(Cl)cc4c3CCN1C(=O)[C@@H](CC(=O)NCC13CC4CC(CC(C4)C1)C3)C[C@@H]2C(=O)N1CCN(C(=O)c2ccco2)CC1 | -6 | 14 | 1 | 2 | -8 | 1 | 11 | 4 | 1
COCCN1C(=O)CC(NNC(=O)c2ccc(S(=O)(=O)N3CCCC3)cc2)C1=O (stereo unspecified) | -9 | -10 | 8 | 3 | -5 | 4 | 7 | 5 | 1
CCCCCCCCCC1NC(C(=O)O)Cc2c1[nH]c1ccccc21 (stereo unspecified) | -3 | -8 | -3 | -1 | -3 | 2 | -1 | -5 | 0
COc1ccc(NC(=S)Nc2ccc(S(=O)(=O)N3CCOCC3)cc2)c(OC)c1 | -2 | -6 | -10 | 0 | -2 | 1 | 8 | 5 | 2
C/C(=N\Nc1ccc(S(N)(=O)=O)cc1[N+](=O)[O-])c1ccco1 | -14 | 1 | 7 | -4 | -2 | -3 | 11 | -1 | 5
NCCCC[C@H](NC(=O)C1CCNCC1)c1nnc([C@@H](N)Cc2ccc(O)cc2)o1 | -8 | 11 | 6 | 0 | -3 | 0 | 10 | 1 | 2
Cc1cc(C)c2cc(CN(CCN(C)C)C(=O)Nc3ccccc3Cl)c(=O)[nH]c2c1 | -5 | -4 | 1 | -9 | -16 | 10 | 7 | 0 | 2
O=C(NCc1ccco1)c1cccn2c(=O)c3sccc3nc12 | 0 | 3 | 4 | 1 | -6 | 5 | 7 | -3 | 3
O=C(O)[C@@H]1CCCC[C@@H]1C(=O)N1CCc2ccccc2C1CN1C(=O)c2ccccc2C1=O (stereo partly specified) | -4 | -5 | -2 | -7 | -3 | 2 | 7 | -5 | 1
Cc1c(C(=O)N2CCCC2)c(S(=O)(=O)N2CCCCC2)c(C)n1C | -6 | 8 | 16 | -5 | 6 | 1 | 20 | -1 | 1
CC(O)(c1ccc(F)c(F)c1)c1nc(/C=C/c2ccc(C(F)(F)F)cc2)cs1 (stereo unspecified) | -16 | -3 | -1 | 0 | -6 | 4 | 1 | -2 | 0
COCCN(C(=O)CCC(=O)Nc1cc(C)on1)C(C(=O)NC1CCCC1)c1ccccc1C (stereo unspecified) | 1 | -14 | 9 | -1 | -2 | 1 | 5 | -2 | 0
CC(=O)N1N=C(c2ccc([N+](=O)[O-])cc2)CC1c1ccccc1Cl (stereo unspecified) | -4 | 0 | -3 | 1 | -3 | 0 | 3 | -5 | 2
O=c1cc(N2CCN(c3ccccc3)CC2)[nH]c(=O)n1C1CCCCC1 | -10 | 4 | 0 | 1 | -1 | -1 | 1 | 2 | 4
CCOC(=O)C[N+]1(C)CCN(C(C)=O)CC1 | 2 | -5 | -1 | -5 | -7 | 6 | -6 | -6 | 1
COC(=O)c1ccc(Nc2nc(C)cc(C)n2)cc1 | -23 | -5 | 0 | -3 | -2 | 0 | 2 | 1 | 0
CC(C)(C)S(=O)(=O)Cc1nc(-c2ccc(Cl)c(Cl)c2)cs1 | -5 | -2 | 13 | 4 | 2 | 1 | 11 | 1 | 9
C[C@@H]1CN([C@H](C)CO)C(=O)c2cc(NC(=O)Cc3cn(C)c4ccccc34)ccc2O[C@H]1CN(C)C(=O)Nc1ccc2c(c1)OCO2 | -10 | 4 | 10 | -1 | 3 | 2 | 11 | 0 | 1
CCC(=O)Nc1c(C)cc(C)cc1Cl | -12 | -1 | -8 | -1 | -3 | 5 | 9 | 5 | 0
Brc1ccc(C2=CC(c3ccco3)n3nnnc3N2)cc1 (stereo unspecified) | -16 | 1 | -1 | 3 | -1 | 2 | 15 | 5 | 0
Cc1cc(SCc2ccc([N+](=O)[O-])cc2)nc(=O)[nH]1 | -6 | 0 | -13 | 0 | -1 | 1 | 5 | 6 | 1
Cc1ccc(NC(=O)CCC(=O)NNC(=O)NC23CC4CC(CC(C4)C2)C3)cc1C | -2 | 1 | 6 | -1 | -4 | 26 | 12 | 8 | 0
CC(C)(C)c1cc(NS(=O)(=O)c2ccc(Br)s2)no1 | -13 | 2 | 7 | -6 | -3 | -2 | 9 | 3 | 0

One compound at a time, from the list above. Values in the order: CHRM1 antagonist	M4 antag	M5 antag	M5 ag	CHRM1 agonist	TAAR1 agonist	M1 PAM	M5 PAM	CHRM4 agonist
Record of C/C(=N\Nc1ccc(S(N)(=O)=O)cc1[N+](=O)[O-])c1ccco1 = -14	1	7	-4	-2	-3	11	-1	5
Record of C[C@@H]1CN([C@H](C)CO)C(=O)c2cc(NC(=O)Cc3cn(C)c4ccccc34)ccc2O[C@H]1CN(C)C(=O)Nc1ccc2c(c1)OCO2 = -10	4	10	-1	3	2	11	0	1

(further entries)
SMILES | CHRM1 antagonist | M4 antag | M5 antag | M5 ag | CHRM1 agonist | TAAR1 agonist | M1 PAM | M5 PAM | CHRM4 agonist
COc1ccc(S(=O)(=O)N2CCCCC2)cc1NC(=O)CCCOc1ccc(C)cc1 | 7 | -1 | 15 | 0 | -4 | 1 | -3 | -4 | 0
CN(C)c1ccc(-c2cccc3nccn23)cc1 | -9 | 1 | 8 | -2 | -8 | -2 | 1 | 3 | 1
Cc1c(Cl)cccc1-n1nnnc1-c1cccs1 | 1 | -2 | 11 | -6 | -6 | -3 | -1 | -9 | 0
CCCCNS(=O)(=O)c1ccc(NC(=O)C(Sc2ccccc2)c2ccccc2)cc1 (stereo unspecified) | 8 | 1 | 13 | 1 | -5 | 3 | 2 | -11 | 2
COc1ccc(CCn2c(=N)c(C(=O)NCC3CCCO3)cc3c(=O)n4ccccc4nc32)cc1 (stereo unspecified) | 12 | -5 | -1 | -5 | -5 | 1 | 1 | -1 | 4
COCC(=O)N(CCc1ccccc1)Cc1cc2cc(C)ccc2nc1Cl | -21 | 5 | -1 | -2 | 0 | 1 | 10 | 15 | 1
CC(=O)Nc1ccc(C(=O)NC2CCSc3ccccc32)cc1 (stereo unspecified) | -13 | 1 | 0 | -5 | -6 | 1 | 8 | -5 | 2
Cn1cc(S(=O)(=O)Nc2cccc3ccccc23)c(=O)n(C)c1=O | 2 | 2 | 9 | -4 | -1 | 0 | 0 | -7 | 1
COc1ccc(CCNC(=O)COc2ccc(-c3ccc(C)cc3)cc2)cc1OC | 8 | -4 | 4 | -1 | -6 | -1 | 0 | -4 | 2
O=C(Nc1cccc(C(=O)N2CCOCC2)c1)C1CCCC1 | 7 | 2 | 5 | -1 | -4 | 1 | -6 | -2 | 1
CC(C)N(C(=O)[C@H]1C[C@H](CC(=O)NCCC2=CCCCC2)C(=O)N2CCc3c([nH]c4cc(-c5ccco5)ccc34)[C@]12C)C(C)C | -10 | -25 | 1 | -1 | -3 | -1 | 5 | 1 | -1
Cc1ccc(S(=O)(=O)CC2CSc3nc4ccccc4n32)cc1 (stereo unspecified) | 20 | 12 | 19 | 7 | 1 | 7 | -15 | -13 | 9
CC(C)N(C(=O)CSc1nc2ccccc2n1Cc1ccccc1)C(C)C | 14 | -8 | 13 | -8 | -5 | 3 | -14 | -20 | -1
COc1cc2c(cc1OC)C(c1c(Cl)cccc1Cl)NC(=O)C2 (stereo unspecified) | -6 | -7 | -3 | 5 | 1 | 3 | 5 | -1 | 0
C=C(C)Cc1c(C)nc(-c2ccccc2)[nH]c1=O | -1 | 10 | 7 | 1 | -2 | 7 | 5 | -6 | 1
C[C@@H](NC(=O)c1nc[nH]c1C(=O)NCc1ccccc1)c1ccccc1 | 2 | 5 | 8 | -9 | -12 | 2 | -5 | -5 | 1
CC1(C(=O)NS(=O)(=O)c2ccccc2)CCN1C(=O)CCc1ccc(Cl)cc1Cl (stereo unspecified) | -17 | -15 | 0 | 1 | -2 | 2 | 6 | -1 | 1
O=C(CSc1nc2ccccc2[nH]1)c1c[nH]c2ccccc12 | -12 | -3 | 12 | -1 | 3 | 8 | 7 | -5 | 8
CCN(CC)CCn1c(SCC(=O)NCc2ccccc2)nc2c(sc3ccccc32)c1=O | -1 | 4 | 1 | -4 | -8 | 0 | 5 | 9 | 0
C[C@@]12C(=O)N(Cc3ccc(F)cc3)CC(=O)N1[C@H]1c3cc(Cl)ccc3OC[C@@H]1[C@@H]2c1ccccc1 | -8 | 2 | 6 | 2 | -2 | 13 | 3 | 4 | 2
CN(C(=O)COC(=O)c1cccc(S(=O)(=O)N(C)c2ccccc2)c1)C1CCCCC1 | 1 | -4 | 13 | -5 | -5 | 3 | -2 | -12 | 7
COc1ccc(NC(=O)Nc2ccc3oc(C)nc3c2)cc1 | -2 | -3 | -2 | -3 | -6 | 4 | 0 | 0 | 0
C[C@@H]1CCCCO[C@H](CN(C)Cc2ccc3c(c2)OCO3)[C@H](C)CN([C@@H](C)CO)C(=O)c2cc(NC(=O)c3ccccc3)ccc2O1 | -21 | 4 | 9 | -2 | -11 | -1 | 4 | -3 | 0
Cc1ccc(NC(=O)CSc2nc(=O)cc(N)n2CCc2ccccc2)cc1 | -12 | -1 | -3 | -3 | -8 | 6 | 7 | 1 | 0
O=C(Cn1c(C(F)(F)F)nc2ccccc21)Oc1cccc(C(F)(F)F)c1 | 1 | 7 | 3 | 4 | 1 | -1 | 8 | -2 | 0
C[C@H]1CN([C@@H](C)CO)C(=O)Cc2cc(NC(=O)Cn3cnnn3)ccc2O[C@H]1CN(C)Cc1ccncc1 | -2 | -2 | 5 | -1 | -5 | 2 | 1 | 1 | 0
Clc1ccc2nc(-c3ccc(Br)s3)cn2c1 | -2 | 2 | 6 | -3 | -6 | 8 | -1 | -7 | -2
Cc1ccc(S(=O)(=O)CCC(=O)N(CCCN2CCOCC2)c2nc3ccccc3s2)cc1 | 3 | -2 | -2 | -3 | -3 | 9 | -1 | -9 | 5

Structures shown so far that contain a COOH group:
SMILES | CHRM1 antagonist | M4 antag | M5 antag | M5 ag | CHRM1 agonist | TAAR1 agonist | M1 PAM | M5 PAM | CHRM4 agonist
CCCCCCCCCC1NC(C(=O)O)Cc2c1[nH]c1ccccc21 (stereo unspecified) | -3 | -8 | -3 | -1 | -3 | 2 | -1 | -5 | 0
O=C(O)[C@@H]1CCCC[C@@H]1C(=O)N1CCc2ccccc2C1CN1C(=O)c2ccccc2C1=O (stereo partly specified) | -4 | -5 | -2 | -7 | -3 | 2 | 7 | -5 | 1

Bioassay records (PubChem)
